Bioassay records deposited in PubChem by National Center for Advancing Translational Sciences (NCATS).
A549 tox = counter-screen for Nrf2 inhibitors: cytotoxicity in A549 cells | A549 ARE-Fluc cells, CellTiter-Fluor viability, 18-24 h | AID 504648 | Potency, µM (doses to about 46 µM), without a hit: at the highest dose activity change, negative = cytotoxicity, usual class: inhibitors | actives 0.16% (n = 390,000); further: on the % scale 0 is the no-effect control and ±100 the full control effect
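Cytotoxicity counterscreen: CellTiter-Fluor fluorescence was measured in A549 ARE_Fluc cells after 18-24 h of compound exposure in a concentration series. The subsequent BugLite luminescent read reports ARE-luciferase activity.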
EPAC2 antagonist = antagonists of human EPAC2 | EPAC2 GEF exchange of Rap1B-BODIPY-GDP, fluorescence | actives 0.18% (n = 360,000) | Potency, µM (highest dose often 114 µM), inactives show at the top dose activity, negative = inhibition, hits mostly inhibitors | Q8WZA2 | AID 720708; further: on the % scale 0 is the no-effect control and ±100 the full control effect; nearly all actives have a fitted effect of over 45% in size; many of its hits are not listed in these tables
Target sequence (Q8WZA2 whole entry, looked up): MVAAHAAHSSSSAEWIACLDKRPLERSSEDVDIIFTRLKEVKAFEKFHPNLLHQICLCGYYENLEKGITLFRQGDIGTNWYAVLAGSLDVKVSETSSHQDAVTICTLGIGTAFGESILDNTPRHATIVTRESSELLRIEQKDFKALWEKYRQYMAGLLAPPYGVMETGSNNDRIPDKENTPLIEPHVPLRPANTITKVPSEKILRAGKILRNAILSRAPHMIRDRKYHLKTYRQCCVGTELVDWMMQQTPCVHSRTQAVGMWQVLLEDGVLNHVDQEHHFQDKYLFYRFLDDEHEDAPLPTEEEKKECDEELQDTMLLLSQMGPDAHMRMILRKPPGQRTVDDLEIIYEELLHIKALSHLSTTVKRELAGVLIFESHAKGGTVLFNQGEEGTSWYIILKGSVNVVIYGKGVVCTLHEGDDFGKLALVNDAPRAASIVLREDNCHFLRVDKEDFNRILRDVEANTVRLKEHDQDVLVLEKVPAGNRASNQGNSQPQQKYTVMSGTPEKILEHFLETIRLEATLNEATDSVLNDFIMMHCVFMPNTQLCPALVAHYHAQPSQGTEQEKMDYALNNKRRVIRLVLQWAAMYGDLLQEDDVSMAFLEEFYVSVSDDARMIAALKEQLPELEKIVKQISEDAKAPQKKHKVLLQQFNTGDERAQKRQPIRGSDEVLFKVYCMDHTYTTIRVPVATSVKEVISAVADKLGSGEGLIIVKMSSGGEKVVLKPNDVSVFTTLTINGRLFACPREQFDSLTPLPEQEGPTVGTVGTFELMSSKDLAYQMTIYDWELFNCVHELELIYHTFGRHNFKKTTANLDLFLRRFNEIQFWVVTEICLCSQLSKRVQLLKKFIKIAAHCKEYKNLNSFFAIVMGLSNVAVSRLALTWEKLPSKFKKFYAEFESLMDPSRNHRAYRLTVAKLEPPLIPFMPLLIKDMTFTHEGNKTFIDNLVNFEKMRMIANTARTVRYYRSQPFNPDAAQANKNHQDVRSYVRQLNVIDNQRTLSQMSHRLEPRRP
Nrf2 activator = activates Nrf2 signaling | AREc32 ARE-luciferase reporter (MCF7-derived line), luminescence, 24 h | Potency, µM (titrated, usually from 46.1 µM), inactives show top-dose activation, usual class: activators | actives 0.31% (n = 410,000); further: % of control where 0% means no effect; nearly all actives have a fitted effect of over 65% in size
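Cells of the AREc32 ARE-luciferase line are plated in OPTI-MEM containing 5% FBS and left overnight at 37 deg C. Compounds are pinned in, incubation continues 24 hr, and firefly luciferase signal is then measured.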
HepG2 viability = counter-screen for TGF-b inhibitors: cytotoxicity in HepG2 cells | HepG2 CAGA-GFP viability, ATP luminescence, 18 h | Potency, µM (highest dose often 46.1 µM), for inactives: at the top dose activity change, negative = cytotoxicity, hits mostly cytotoxic | actives 0.76% (n = 410,000) | AID 588856; further: some results filed as inactive show a strong effect at the top dose
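HepG2 CAGA-GFP cells (1000/well, DMEM with 1% FBS) received compound, then TGF-beta at 500 pg/mL final, and were incubated 18 hours at 37 degrees C. Viability was read by CellTiter-Glo luminescence. Media-only wells were set as complete cell-killing and DMSO as no toxicity.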
ATXN2 expr inh = reduces ATXN2 reporter expression in HEK-293 cells; HEK-293 ATXN2-luciferase reporter, luminescence, 24 h; Potency, µM (top dose mostly 57 µM), without a hit: top-dose activity change, negative = inhibition, hits mostly inhibitors; actives 0.72% (n = 360,000); further: on the % scale 0 is the no-effect control and ±100 the full control effect; nearly all actives have a fitted effect of over 55% in size
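ATXN2-luciferase reporter cells (luciferase flanked by upstream and downstream ATXN2 gene portions) were treated 24 h at 37 °C with compounds at up to 57 uM. SteadyGlo luminescence gave expression; GF-AFC fluorescence gave viability.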
TGFb SMAD3 inh = blocks TGF-b signaling. actives 1.2% (n = 410,000). HepG2 CAGA-GFP TGF-b/SMAD3 reporter, GFP fluorescence, 18 h; TGF-beta stimulated, 500 pg/mL final. Potency, µM (titrated, usually from 46.1 µM), for inactives: at the highest dose activity, negative = inhibition, hits mostly inhibitors; further: on the % scale 0 is the no-effect control and ±100 the full control effect; nearly all actives have a fitted effect of over 65% in size
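GFP signal (ex488/em500-530) from TGF-beta-stimulated HEPG2 CAGA-GFP cells, 500 pg/mL final, 18 h at 37 degrees C in DMEM plus 1% FBS, normalized to unstimulated and DMSO-stimulated controls.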
Nrf2 block = Nrf2 pathway inhibition | AID 504444 | Potency, µM (titrated, usually from 46 µM), inactives show at the highest dose activity change, negative = inhibition, actives largely listed as inhibitors | actives 2.1% (n = 360,000) | A549 ARE-Fluc reporter, luciferase luminescence, 18-24 h; further: on the % scale 0 is the no-effect control and ±100 the full control effect; nearly all actives have a fitted effect of over 60% in size
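In this cell-based qHTS, ARE-driven firefly luciferase in A549 cells reports Nrf2 activity; the luminescent signal after BugLite lysis is the measured value, with a prior CellTiter-Fluor read for cell health.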
ATXN viability = cell viability loss in ATXN counter-screen. Potency, µM (doses to about 56.7 µM), most hits filed as cytotoxic. actives 0.49% (n = 400,000). S2 cells (HEK-293 line with an ATXN2-luciferase reporter) viability, CellTiter-Fluor protease fluorescence, 24 h. AID 651635; further: nearly all actives have a fitted effect of over 40% in size
MCF10A rereplic = DNA re-replication induction in MCF 10a cells; MCF 10A DNA re-replication, Hoechst nuclear intensity, 48 h; Potency, µM (doses to about 46.1 µM), for inactives: at the highest dose activity, positive = re-replication, most hits filed as activators; actives 2.9% (n = 350,000); AID 624296; further: % of control where 0% means no effect; nearly all actives have a fitted effect of over 50% in size
* = called active by the depositor; i = inactive; ? = inconclusive; / = no result given; & = joins results of further samples; [ ] = dose if it differs, or a comment. The call rests on the fitted dose curve; in most records, active means well fitted curve in the direction sought with a large enough effect; inconclusive means small, poorly fitted or top-dose-only effect, or another doubt; inactive means no such curve, though single readings can be large; an effect the other way counts as inactive or inconclusive. Potency means the concentration at half of the fitted maximal effect.

SMILES	A549 tox	EPAC2 antagonist	Nrf2 activator	HepG2 viability	ATXN2 expr inh	TGFb SMAD3 inh	Nrf2 block	ATXN viability	MCF10A rereplic
O=CNCCCc1nc2ccccc2n1CCc1ccccc1	1.2%	0.2%	0.1%	-15.9%	3.4%	1.0%	-11.8%	i	14.4%
CCCCCCN1C[C@@H](O)[C@H](n2cc(COC(=O)c3ccccc3)nn2)C[C@@H]1c1ccc(OC)cc1	/	-8.7%	1.8%	-38.0%	5.0%	-20.1%	/	i	/
O=C(c1cc(F)c(F)c(F)c1F)N1CCN(C(=O)C2CCCO2)CC1 (configuration not stated)	4.4%	-3.2%	-0.8%	-3.6%	0.5%	?	1.6%	i	-0.3%
CCN(CC)c1ccc(/C=N/NC(=S)NCc2ccccc2)cc1	-11.3%	-2.8%	-0.5%	-19.0%	-1.1%	-3.2%	-2.0%	i	20.6µM*
CC(=O)Oc1ccc2c(=O)c(-c3ccccc3)coc2c1	-0.8%	12.6%	4.5%	2.9%	36.1%	8.0%	?	i	1.9%
CC(C)Cn1c(-c2cc([N+](=O)[O-])ccc2Cl)nc2c1c(=O)[nH]c(=O)n2Cc1ccccc1	-1.5%	-0.1%	1.3%	5.3%	-0.4%	-11.8%	-17.7%	?	3.8%
CCCCNC(=O)CNC(=O)c1nn(-c2ccc(OC)cc2OC)c(=O)c2ccccc12	-0.1%	-3.9%	-0.2%	10.8%	/	-8.0%	5.2%	?	-3.6%
Cc1nc(C)c(C(=O)Nc2cccc(Cl)c2)o1	-13.7%	11.1%	3.0%	-1.8%	12.1%	13.8%	13.6%	i	-2.4%
CC(C)(C)OC(=O)N/N=C\c1cccnc1	1.7%	1.7%	3.0%	-11.5%	1.2%	7.3%	?	i	-0.5%
NS(=O)(=O)c1ccc(CCNC(=O)CCCNC(=O)c2ccc(Cl)cc2)cc1	-1.1%	3.2%	-0.3%	-0.4%	-14.1%	-0.4%	1.1%	i	0.9%
O=C(Nc1ccccc1)Nn1cnnc1	-11.9%	0.3%	0.2%	-1.9%	2.3%	11.0%	3.1%	?	-1.5%
COc1ccc(/C=N/NC(=S)Nc2ccccc2)cc1COc1cccc(C)c1C	0.1%	-1.4%	-0.3%	-3.6%	-5.4%	10.7%	3.1%	i	12.5%
COc1ccc(-c2nn(-c3ccccc3)cc2C(=O)NC2CCC(C)CC2)cc1 (configuration not stated)	-3.8%	18.3%	0.1%	12.3%	0.0%	21.4%	4.7%	i	-3.5%
CCOC(=O)Cn1nc(-c2ccc(F)cc2)oc1=O	6.3%	12.8%	-0.1%	5.7%	11.4%	-4.7%	10.3%	i	0.0%
COCCCn1c(SCC(=O)n2c(C)c(C)c3ccccc32)nnc1-c1ccoc1C	1.1%	-1.8%	0.7%	-6.9%	-9.0%	22.1%	3.7%	i	-7.0%
CC(CC(=O)O)CC(=O)Nc1ccccc1C(=O)O (configuration not stated)	-5.7%	14.6%	0.0%	-3.5%	-0.1%	1.5%	-1.0%	i	5.0%
O=C(Nc1nccs1)C(c1ccccc1)N1CCCCC1 (configuration not stated)	-0.1%	10.7%	-0.4%	6.5%	-22.0%	4.1%	3.3%	i	5.9%
c1ccc(Nc2cc(Nc3ccccc3)[nH]n2)cc1	2.2%	-9.9%	7.0%	10µM*	2.8%	15.8µM*	1.6%	?	-5.6%
N#Cc1nc(-c2cccs2)oc1N1CCN(Cc2ccccc2)CC1	-1.7%	6.3%	3.4%	-22.9%	15.8%	-21.2%	-25.5%	i	0.6%
CN1CCCC1CCNc1ccc2oc3ccccc3c(=O)c2c1 (configuration not stated)	10.2%	20.6%	5.1%	-16.3%	?	-9.7%	?	?	-15.8%

Single records, from the list above. Order of screens: A549 tox | EPAC2 antagonist | Nrf2 activator | HepG2 viability | ATXN2 expr inh | TGFb SMAD3 inh | Nrf2 block | ATXN viability | MCF10A rereplic
COc1ccc(-c2nn(-c3ccccc3)cc2C(=O)NC2CCC(C)CC2)cc1 (configuration not stated) as listed: -3.8% | 18.3% | 0.1% | 12.3% | 0.0% | 21.4% | 4.7% | i | -3.5%
COCCCn1c(SCC(=O)n2c(C)c(C)c3ccccc32)nnc1-c1ccoc1C as listed: 1.1% | -1.8% | 0.7% | -6.9% | -9.0% | 22.1% | 3.7% | i | -7.0%
O=C(c1cc(F)c(F)c(F)c1F)N1CCN(C(=O)C2CCCO2)CC1 (configuration not stated) as listed: 4.4% | -3.2% | -0.8% | -3.6% | 0.5% | ? | 1.6% | i | -0.3%
NS(=O)(=O)c1ccc(CCNC(=O)CCCNC(=O)c2ccc(Cl)cc2)cc1 as listed: -1.1% | 3.2% | -0.3% | -0.4% | -14.1% | -0.4% | 1.1% | i | 0.9%

Continued.
SMILES	A549 tox	EPAC2 antagonist	Nrf2 activator	HepG2 viability	ATXN2 expr inh	TGFb SMAD3 inh	Nrf2 block	ATXN viability	MCF10A rereplic
O=C(NNC(=O)c1ccc(Cl)c([N+](=O)[O-])c1)c1ccncc1	-7.4%	7.2%	19.4%	22.6%	-28.6%	-13.8%	-2.4%	i	-3.0%
CCN(Cc1ccncc1)C(=O)c1cc(COc2ccc(C)c(C)c2)on1	2.0%	-11.8%	0.2%	-18.3%	-22.1%	-13.3%	?	i	7.2%
CCC(CC)C(=O)c1c[nH]c(C(=O)NCc2ccco2)c1	4.1%	-3.0%	15.1%	-9.0%	-4.8%	-2.4%	6.0%	i	-0.5%
CC(C)C[C@@H](CO)N1CCN(Cc2ccc([N+](=O)[O-])cc2)CCC1=O	-0.7%	-0.5%	-0.7%	5.0%&-6.5%	8.0%	?	-1.8%	i	24.8%
CC1Cc2cc(-c3csc(NC(=O)Cc4cccs4)n3)ccc2N1S(C)(=O)=O (configuration not stated)	-17.7%	-2.5%	0.6%	-15.4%	?	?	?	?	?
COCCNc1nc2c(c(=O)n(Cc3ccccc3F)c(=O)n2C)n1C	0.5%	0.0%	-0.9%	5.3%	/	15.6%	-13.7%	i	15.3%
C=CCOc1nc2c(c(=O)n(C)c(=O)n2C)n1Cc1ccc(Cl)cc1	3.8%	-1.8%	-0.1%	-33.6%	-0.9%	-13.7%	-20.7%	i	-8.3%
COC(=O)c1ccccc1NC(=O)COC(=O)CO/N=C(\C)c1ccc2c(c1)OCO2	6.9%	7.4%	0.4%	0.1%	-10.5%	12.5%	5.4%	i	?
Cc1ccc(S(=O)(=O)NCc2nc3nc(C)cc(C)n3n2)cc1	6.0%	/	-0.2%	-3.1%	-0.9%	18.1%	?	i	/
COc1ccc(C(=O)NC2CCN(C(=O)Nc3ccc(F)cc3)CC2)cc1	?	0.1%	0.1%	-3.3%	-4.1%	11.0%	-2.3%	?	4.7%
COc1ccc(C2=NS(=O)(=O)N(C)C(C(=O)N3CCCCC3C)=C2)cc1 (configuration not stated)	9.7%	7.0%	0.1%	-21.6%	-12.8%	-8.4%	1.2%	i	-3.1%
O=C(/C=C/c1ccccc1Cl)NCc1ccccc1	29.7%	-1.0%	0.0%	-14.4%	39.1%[activator]	-0.9%	/	i	-15.7%
COc1ccc(NC(=O)c2ccccc2NC(=O)c2cccs2)cc1	-11.9%	6.8%	-0.1%	-3.5%	2.3%	-10.7%	12.0%	i	14.9%
Cn1cnnc1SCc1ccccc1	-5.7%	5.7%	0.2%	18.0%	7.4%	11.2%	2.4%	i	2.4%
Cc1nc(NC(=O)CSc2nnc(-c3ccncc3)n2C)sc1C	9.3%	-4.8%	0.5%	-14.7%	-6.3%	-5.9%	-13.4%	i	25.8%
Cc1cc(C(O)c2ncc(-c3ccc(Oc4ccccc4)cc3)[nH]2)ccc1F (configuration not stated)	/	5.6%	-4.1%	-102.5%	?	?	/	?	/
CCCC(=O)C1=C(O)C(c2cccc(Oc3ccccc3)c2)CCC1=O (configuration not stated)	?	-2.0%	0.1%	-2.1%	/	4.1%	18.4µM*	i	-3.4%
COc1ccccc1CCNC(=O)c1ccc(NC(=O)CC2SC(N3CCCCC3)=NC2=O)cc1 (configuration not stated)	0.1%	8.6%	0.1%	-5.3%	/	6.6%	-3.3%	i	1.8%
COc1ccccc1-c1nnc(Sc2nc([N+](=O)[O-])nn2C)o1	?	-1.6%	?	2.0%	10µM*	-3.7%	?	/	9.2µM*
CCCCNC(=O)c1ccc2c(c1)C(=O)N(Cc1ccncc1)C2=O	-1.6%	10.8%	-0.1%	3.6%	0.0%	10.1%	4.3%	i	-8.3%
COc1cccc(/C=N/N2C(=O)CSC2=S)c1O	-2.9%	-3.0%	7.5%	-3.5%	0.7%	-19.5%	-12.8%	i	-24.5%
Cc1c2n(c3ccccc13)CCN(C)C2	-1.0%	23.7%	2.1%	-22.7%	10.0%	0.5%	10.9%	i	-5.1%
CCOC(=O)c1c(NC(=O)c2cc(C)oc2C)sc(C(=O)Nc2ccc(Cl)cc2)c1C	-7.4%	-1.8%	0.8%	-5.4%	32.4%[activator]	3.5%	?	i	8.7%
COc1ccc(C2N(C(=O)CN3CCOCC3)CCN2S(=O)(=O)c2ccccc2)cc1 (configuration not stated)	4.5%	-0.5%	-0.4%	-5.1%	3.4%	-1.6%	0.7%	i	18.4%
COC(=O)c1c(NC(=O)CN2CCN(c3ncccn3)CC2)sc(C(N)=O)c1C	-1.6%	4.6%	1.4%	0.3%	-21.4%	0.0%	-6.7%	i	-1.8%
COC(=O)c1c(C(=O)OC)c(-c2ccc(F)cc2)n2c1CSC2	-10.2%	6.1%	0.5%	4.0%	/	0.1%	-9.7%	i	20.2%
COc1ccccc1NC(=O)Cc1nnc(SCC(=O)Nc2ccc(F)cc2F)n1C	4.8%	-4.2%	-0.2%	-7.6%	-8.8%	13.6%	3.7%	i	-5.5%
O=C(NC1CC(=O)N(c2cccc(F)c2)C1)C1CC1 (configuration not stated)	-1.2%	/	-0.6%	-5.9%	/	0.0%	/	/	/
O=C(NCC(c1cccnc1)N1CCc2ccccc21)c1cccc(Br)c1 (configuration not stated)	-0.3%	/	-2.7%	-31.4%	/	?	16.4µM*	/	/
COc1ccc2[nH]c3c(=O)n(/N=C/[C@H]4C(C)C=C(C)CC4C)c(=O)[nH]c3c2c1 (some centres not stated)	-20.0%	4.1%	5.9%	7.08µM*	?	5.01µM*	?	12.6µM*	11.6µM*

Not all compounds are listed, so the mix of outcomes need not match the whole.
